Compound activity from PubChem.
SENP8 block-1: blocks the human protease SENP8 | Q96LD8 | purified SENP8, Z-RLRGG-aminoluciferin cleavage, luminescence | inhibition, % at 10 µM | actives 1.2% (n = 330,000) | AID 2540; in the data active = inhibition above about 50%
Target sequence (Q96LD8 whole entry, looked up): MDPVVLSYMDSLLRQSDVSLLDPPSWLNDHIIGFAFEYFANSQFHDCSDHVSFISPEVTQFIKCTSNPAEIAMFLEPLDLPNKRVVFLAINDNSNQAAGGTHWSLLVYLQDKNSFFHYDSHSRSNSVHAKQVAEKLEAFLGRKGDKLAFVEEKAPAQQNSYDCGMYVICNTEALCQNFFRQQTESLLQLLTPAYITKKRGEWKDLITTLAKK
UBC13 polyUb: inhibitors of human UBC13 polyubiquitin chain formation; actives 0.47% (n = 330,000); P61088; inhibition, % at 20 µM; TR-FRET; in the data active = inhibition above about 45%, passing the limit was not always enough
SENP6 inh: inhibitors of human SENP6 protease; Q9GZR1; Recombinant SENP6 catalytic domain, aminoluciferin luminescence; inhibition, % at 10 µM; actives 1.8% (n = 330,000);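 active = inhibition above about 50% at the single tested dose, limit read from the data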;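 also: plate controls were DMSO wells with enzyme for no effect and DMSO wells lacking enzyme for full effect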
Target sequence (Q9GZR1 628-1112 limits assumed): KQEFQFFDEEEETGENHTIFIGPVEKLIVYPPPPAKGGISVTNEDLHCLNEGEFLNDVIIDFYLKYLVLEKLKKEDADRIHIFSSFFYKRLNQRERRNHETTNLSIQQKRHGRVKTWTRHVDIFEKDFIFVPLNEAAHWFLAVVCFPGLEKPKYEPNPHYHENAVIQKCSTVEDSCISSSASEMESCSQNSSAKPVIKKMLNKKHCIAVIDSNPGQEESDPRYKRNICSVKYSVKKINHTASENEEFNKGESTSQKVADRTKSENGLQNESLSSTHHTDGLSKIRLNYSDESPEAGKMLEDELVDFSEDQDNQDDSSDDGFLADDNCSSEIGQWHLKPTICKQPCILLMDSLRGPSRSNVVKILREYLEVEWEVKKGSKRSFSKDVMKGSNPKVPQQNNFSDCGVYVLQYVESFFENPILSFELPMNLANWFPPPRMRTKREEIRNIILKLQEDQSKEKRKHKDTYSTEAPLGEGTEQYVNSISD
MIN6 prolif: induces beta-cell replication in MIN6 cells; MIN6 cells proliferation, ATPlite luminescence, 48 h; cells starved in 0.2% serum; 100% = growth in 10% serum; proliferation, % at 10 µM; actives 0.29% (n = 330,000); AID 2380;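 active = compounds whose signal lies at least 3.5 SD above the mean of all wells on their plate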;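 also: 0% = DMSO-treated cells in low-serum medium and 100% = 10% serum control; some compounds called inactive have numbers as strong as hits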
SENP7 block: SENP7 protease inhibition. inhibition, % at 5 µM. AID 434973. recombinant SENP7, Z-RLRGG-aminoluciferin luminescence, 40 min. actives 1.5% (n = 330,000). Q9BQF6;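 active = inhibition above about 50% at the single test dose, limit read from the data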;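 also: plate controls were DMSO with enzyme for no effect and no enzyme buffer wells for full effect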
PfG6PD inh: PfG6PD (Plasmodium falciparum) enzyme inhibition; PfGluPho enzyme, NADPH resazurin-diaphorase fluorescence; inhibition, % at 20 µM; actives 0.78% (n = 350,000);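 active = inhibition reaching at least a set limit at 20 µM in the primary screen, cut at about 59% in these data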;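 also: 0% = DMSO wells with substrate and 100% = DMSO wells lacking glucose-6-phosphate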
SENP8 block-2: SENP8 (human) protease inhibition. recombinant SENP8, Nedd8 substrate fluorescence. inhibition, % at 20 µM. actives 0.64% (n = 360,000). AID 602440; in the data active = inhibition mostly above about 40%, no sharp cut-off; inactive = mostly below about 27%
HKDC1 inhibitor: blocks human hexokinase HKDC1 activity; Q2TB90; recombinant HKDC1, G6PDH/diaphorase resazurin coupled fluorescence; inhibition, % at 20 µM; actives 0.16% (n = 340,000); AID 493160;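 active = inhibition above about 35% when tested at 20 µM, limit read from the data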;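 also: plate controls were DMSO wells with enzyme for no effect and DMSO wells lacking enzyme for full effect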
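Incubation: 90 min at room temperature in dark / Material: recombinant HKDC1 (HK5) hexokinase enzyme, produced in-house / Quantity: enzyme 5 µg/mL final / Compound: one dose of 20 µM, 1% DMSO / Reagent: glucose and ATP substrates / Buffer or medium: Tris pH 8.0 buffer with MgCl2, Tween-20, BSA, BME / Technique: resorufin fluorescence at 613 nm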
SENP1 inh: blocks the human SENP1 SUMO protease catalytic domain. Q9P0U3. recombinant SENP1 catalytic domain, CyPet-SUMO1-YPet FRET cleavage. inhibition, % at 10 µM. actives 0.21% (n = 360,000). AID 624204;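 active = inhibition at least 30% at 10 µM, raw YFP signal under a set limit, fluorescence ratio 0.5 to 1.5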;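 also: 0% = enzyme with DMSO and 100% = no enzyme wells; some results filed as inactive read as strong as hits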
Target sequence (Q9P0U3 419-644 limits assumed): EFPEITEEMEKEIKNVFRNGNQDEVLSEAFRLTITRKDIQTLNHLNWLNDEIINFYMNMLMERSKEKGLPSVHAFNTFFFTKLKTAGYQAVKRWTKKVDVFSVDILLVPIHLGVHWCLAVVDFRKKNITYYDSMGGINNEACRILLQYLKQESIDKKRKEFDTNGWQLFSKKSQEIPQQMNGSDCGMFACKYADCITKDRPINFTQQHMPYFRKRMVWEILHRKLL
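Assay system: hSENP1 catalytic domain, recombinant. Amount: SENP1 enzyme, 20 pM final. Schedule: 50 min reaction, RT, dark. Technique: FRET, CFP and YFP emission. Control set: no-enzyme wells low, DMSO-plus-enzyme wells high control.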
Starred values were filed as active, the others as inactive; x = not tested or not shown.

Order of results: SENP8 block-1	UBC13 polyUb	SENP6 inh	MIN6 prolif	SENP7 block	PfG6PD inh	SENP8 block-2	HKDC1 inhibitor	SENP1 inh
- COc1ccc(CNS(=O)(=O)c2ccc3c(c2)CC(C)N3C(=O)C2CC2)cc1 (stereo not drawn)
    -6	-4	-9	-4	11	-1	12	-1	2
- Cc1c(CNC(=O)C2CCC(=O)N(CCc3ccccc3)C2)cnn1C (stereo not drawn)
    0	-2	-4	0	-6	-6	4	-7	1
- Cc1ccc2cc(CN(CC3CCCO3)S(=O)(=O)c3cccc4nsnc34)c(=O)[nH]c2c1 (stereo not drawn)
    1	3	-9	-4	0	-5	3	-5	0
- O=[N+]([O-])c1cc([N+](=O)[O-])c2cc(-c3cccnc3)[nH]c2c1
    6	-15	8	-2	2	9	-150	15	-34
- COC(=O)c1cc(O)c(OCc2ccccc2)c(O)c1
    -4	7	-22	-2	-5	5	26	-1	2
- C[C@H]1CCC[C@@]2(O[C@H](CCO)C[C@H](O)[C@H]2O)O1
    -2	-1	-5	5	3	-2	11	-3	4
- COc1ccc(N=c2ssnc2Cl)cc1
    5	4	-10	-4	7	83*	32	-55	2
- COc1ccc(-n2ccnc2SCC(=O)Nc2ccccc2)cc1
    -11	3	-10	-1	-4	11	18	-2	-2
- COc1cc(OC)nc(-n2ncc(OC)c(Br)c2=O)n1
    -6	6	-4	0	-2	-7	10	-7	2
- CC1=NN(C(=O)c2ccc(Cn3nc(C)c([N+](=O)[O-])c3C)o2)C(O)(C(F)(F)F)C1 (stereo not drawn)
    -1	-1	5	2	5	-6	12	-11	2
- COc1ccc(-n2nnnc2-c2ccccc2)cc1
    -3	-4	-3	-2	1	8	1	-2	2
- CCc1ccccc1NC(=S)N1CCN(c2ccccn2)CC1
    -10	2	-1	0	5	10	-10	-5	3
- CCOc1ncccc1C(=O)N=c1sccn1C
    -5	-10	1	0	-8	-12	-3	-6	-3
- Cc1ccc(C)c(NC(=S)N2CCC(N(C)CC3CCCO3)CC2)c1 (stereo not drawn)
    2	9	3	0	7	-3	10	-11	1
- O=C1NCCN(Cc2c(F)cccc2Cl)C1CC(=O)N1CCCCO1 (stereo not drawn)
    4	1	-1	-1	9	4	1	-14	-6
- O=C(CN1CCN(Cc2ccc3c(c2)OCO3)CC1)Nc1ccc(F)cc1
    -5	-2	-2	-3	11	-18	14	13	0
- O=C1c2cccnc2C(=O)N1Cc1ccc(F)cc1S(=O)(=O)NCc1ccco1
    -7	1	-7	-2	-4	13	5	-5	1
- CCSc1nnc(NC(=O)c2ccc(C)o2)s1
    -11	2	-7	-4	8	5	-57	3	-1
- COc1ccc(Nc2c(-c3ccc(C)cc3)nc3cnccn23)cc1
    3	2	0	-1	0	-1	-137	13	-25
- CS(=O)(=O)c1ccc2nc(NC(=O)Cc3ccccc3)sc2c1
    -19	8	-14	-2	-12	-5	8	-4	3
- CCCSc1nc2sc3c(c2c(=O)n1-c1ccc(OC)cc1)CCN(C)C3
    6	3	3	-6	7	-1	-139	-16	-23
- S=c1[nH]nc(C2CCCCC2)n1/N=C/c1ccccc1Br
    10	-1	-18	2	7	24	13	4	0
- CNC(=O)CSc1nnc(-c2cccs2)o1
    -5	-3	2	-1	-2	8	20	0	0
- COc1ccc(-c2cn[nH]c2-c2ccc(OCc3ccccc3)cc2O)cc1OC
    -8	-4	-16	-5	1	-40	7	15	1
- COc1ccc2[nH]c3c(c2c1)CCN1C(=O)C(CC(=O)NCCc2ccccn2)C[C@H](C(=O)N2CCOCC2)[C@@]31C (stereo partly drawn)
    x	x	x	x	-2	4	-3	-6	2
- Nc1ccc(N2CCCCC2)c(S(=O)(=O)Nc2ccccc2Cl)c1
    -5	14	-5	-4	1	29	-64	4	3
- CC(C)n1nccc1NC(=O)COC(=O)c1ccc(NC(N)=O)cc1
    2	4	-6	-2	7	-3	9	-4	3
- CCN=c1scc(-c2cccs2)n1/N=C/c1cc(OC)ccc1O
    x	x	x	x	x	32	-22	-9	52*
- O=C1CCCCC1Oc1ccc2ccc(=O)oc2c1 (stereo not drawn)
    2	10	2	-2	8	13	-291	0	-5
- CC(=O)CCC(=O)N1CCCC(N2CCN(c3cccc(Cl)c3)CC2)C1 (stereo not drawn)
    -4	-5	16	-4	7	-5	6	-3	-1
- Cc1ccc(OCCN2CCNCC2)c([N+](=O)[O-])c1
    -2	7	-8	4	5	4	16	-8	-2
- CCCc1nnc(NC(=O)c2cccnc2)s1
    -10	1	-8	0	0	-15	20	1	-1
- Cc1ccc(C)c(OCCC(=O)N(C)CC(=O)Nc2c(C)cccc2C)c1
    -7	-1	-8	-2	1	4	18	-2	-2
- COC(=O)C1Cc2c([nH]c3ccccc23)C(C(C)C)N1 (stereo not drawn)
    -13	2	-26	1	-7	2	-21	-3	-12
- O=C(NNC(=S)NC1CCCCC1)c1ccccc1O
    -7	-15	-15	-5	0	-28	-58	-33	0
- N#CC1=C(N)Nc2nc3ccccc3n2C1c1ccc(Cl)cc1 (stereo not drawn)
    -14	-8	-9	-3	-4	-1	-206	-5	-40
- CC(=O)c1ccc(N2CCN(CC(=O)Nc3ccc4c(c3)OCCO4)CC2)cc1
    -6	-6	0	2	-1	-3	-90	-2	2
- COc1ccccc1NS(=O)(=O)c1cccc(C(=O)NCC(c2cccs2)N2CCOCC2)c1 (stereo not drawn)
    4	4	10	-4	5	2	11	5	-3
- C=CCOC(=O)C1=C[C@H](C(C)(C)C)[C@@H](CCCO)[C@H](OCC)O1
    -13	-18	-11	-2	6	6	15	-2	3
- CN(C)CCNC(=S)Nc1cccc(Cl)c1
    6	8	-11	2	-2	-18	10	-4	1
- CN(CCO)c1nc2c(c(=O)n(Cc3ccc(Cl)cc3)c(=O)n2C)n1C
    0	5	-22	-3	4	-16	13	-2	-1
- CCN1C(=O)[C@@H]2[C@@H](c3ccc(-c4ccc(C(C)=O)cc4)c(OC)c3)N3CCCC[C@@]3(C(=O)OC)[C@@H]2C1=O
    -10	7	-19	-9	-8	32	-50	-8	-1
- CN(CCc1ccccc1)C(=O)c1cccc(NC(=O)Cc2cccc(NC(=O)C3CCN(C(=O)C4CC4)CC3)c2)c1
    x	x	x	x	x	4	6	-8	0
- Cc1ccc(-n2nc3c(=O)n(CCCC(=O)NCc4cccc(F)c4)nc(C)c3c2C)cc1
    2	3	-9	-4	-2	-11	1	-1	1
- Cc1cc(C(=O)N(C)CC(=O)Nc2ccccc2C(F)(F)F)c(C)o1
    6	5	-8	2	-1	-1	20	-9	-4
- COc1ccc(N2CCN(C(=O)CC34CC5CC(CC(C5)C3)C4)CC2)c([N+](=O)[O-])c1
    -9	8	8	-5	-4	12	6	0	2
- COc1cccc(NC(=O)CN(C)C(=O)c2ccccc2-c2nc3ccccc3s2)c1
    0	-6	8	-4	-6	-10	4	3	1
- Cc1cc(C(=O)COc2ncnc3sccc23)c(C)n1C
    -10	-1	-10	-4	1	-4	11	3	-5
- CCn1cc(C(=O)N2CCN(c3ccccn3)CC2)c(=O)c2cc(S(=O)(=O)N3CCC(C)CC3)ccc21
    -1	1	-55	-4	-5	-6	2	-9	1
- COc1cccc(CCc2nc3ccccc3c(=O)n2N)c1
    -9	0	-5	-1	-5	3	6	-5	-1
- CC1CCc2nc3sc4c(c3c(N)c2C1)CCCC4 (stereo not drawn)
    -7	-3	29	0	-2	91*	-5	-1	-4
- Cc1ccc(-c2c[n+]3c(n2-c2ccccc2)CCC3)cc1
    -3	2	-11	-6	-7	6	5	-7	0
- COc1cc(CC(=O)N/N=C/c2ccc([N+](=O)[O-])cc2)c([N+](=O)[O-])cc1OC
    -1	-21	-2	0	-2	10	22	-1	8
- CC(=O)c1ccc(NC(=S)N2CCCC(C(F)(F)F)C2)cc1 (stereo not drawn)
    0	-4	9	0	-4	14	3	-7	-1
- CCC1SC(=Nc2cccc(C)c2)NC1=O (stereo not drawn)
    -8	-3	5	0	-8	8	9	5	2
- CC[n+]1c(/C=C/c2cc([N+](=O)[O-])ccc2O)ccc2ccccc21
    2	-16	4	-3	14	14	3	12	3
- CC(=O)Nc1ccnc(-c2cccnc2)n1
    -13	-17	-2	-1	-1	9	14	-12	0
- O=C(c1cc2cc(Cl)ccc2[nH]1)N1CCc2ccccc2C1
    -7	2	6	-2	-5	6	-9	-3	1
- CCOc1ncccc1C(=O)Nc1cc(S(=O)(=O)N2CCOCC2)ccc1N1CCCC1
    3	-3	-3	2	11	-4	12	2	0
- CCC1(C)CC2(CCCN(CCC(=O)c3ccccc3)C2)CCO1 (stereo not drawn)
    -2	6	-10	-7	3	9	0	2	-2

Other records follow:
Order of results: SENP8 block-1	UBC13 polyUb	SENP6 inh	MIN6 prolif	SENP7 block	PfG6PD inh	SENP8 block-2	HKDC1 inhibitor	SENP1 inh
- C[C@@H](O)c1nc2ccccc2n1N
    -6	5	-11	0	-4	-7	19	2	1
- Cc1cc(O)c(C)c(O)c1/C=N/NC(=O)c1cccnc1
    7	1	-17	-3	4	-9	17	-16	-24
- O=C(CCNC(=O)c1ccccc1Cl)NC1=NCCS1
    -14	-9	6	-2	-10	9	16	3	2
- Fc1ccc(C2=CSC3=NCCN23)cc1
    6	0	12	-2	2	0	2	-11	0
- CNC(=S)N(CCc1c(C)[nH]c2ccccc12)Cc1ccco1
    -6	6	-15	2	4	18	2	1	2
